12-LOX inh: inhibitors of human 12S-lipoxygenase ALOX12; purified 12hLO, xylenol orange hydroperoxide absorbance; hit rate 1.1% among 580,000; AID 1671190; Potency, µM (doses to about 108 µM), for inactives: at the highest dose activity change, negative = inhibition, actives largely listed as inhibitors; note: potency is the fitted concentration of half-maximal effect
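Purified human 12hLO at 150 nM in 25 mM Hepes, 0.01% Triton X-100, pH 7.0, preincubated 15 min at room temperature with compound. Reaction started with 40 uM arachidonic acid, 30 min at room temperature. Hydroperoxide measured by Fe-xylenol orange, 573/405 nm absorbance ratio.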
PI4K2A block: PI4K2A (human) kinase inhibition; AID 1346378; hit rate 0.13% among 420,000; Q9BTU6; purified PI4K2A, ADP-Glo luminescence, 1 h; hits give low values; activity change, negative = inhibition, % at 76.9 µM; in the data active = activity change below about -50%; inconclusive = mostly about -30% to -49%;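 note: -100% = wells without enzyme as full effect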
Target sequence (Q9BTU6 whole entry, looked up): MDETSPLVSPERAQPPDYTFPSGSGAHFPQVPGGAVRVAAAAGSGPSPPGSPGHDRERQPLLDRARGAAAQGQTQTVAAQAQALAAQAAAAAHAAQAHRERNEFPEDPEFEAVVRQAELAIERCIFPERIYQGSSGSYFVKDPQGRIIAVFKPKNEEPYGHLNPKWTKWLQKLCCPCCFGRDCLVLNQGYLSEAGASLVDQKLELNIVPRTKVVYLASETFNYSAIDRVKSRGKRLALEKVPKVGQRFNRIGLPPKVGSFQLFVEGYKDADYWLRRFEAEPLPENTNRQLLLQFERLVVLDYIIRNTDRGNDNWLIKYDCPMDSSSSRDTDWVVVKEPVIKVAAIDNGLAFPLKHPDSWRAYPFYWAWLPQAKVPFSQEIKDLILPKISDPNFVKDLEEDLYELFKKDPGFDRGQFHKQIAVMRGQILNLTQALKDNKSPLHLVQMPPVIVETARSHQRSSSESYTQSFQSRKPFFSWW
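Compounds are screened against recombinant PI4K2A using PI as substrate and ATP, the latter dispensed at 300 microM. Reactions run one hour at ambient temperature before ADP-Glo detection; full inhibition defined by wells lacking enzyme.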
GLS inh: glutaminase GLS (human) inhibition; O94925; GLS enzymatic activity, qHTS titration; Potency, µM (series often up to 45.5 µM), without a hit: at the top dose activity change, negative = inhibition, actives largely listed as inhibitors; hit rate 0.21% among 410,000; note: potency is the fitted concentration of half-maximal effect
Target sequence (O94925 whole entry, looked up): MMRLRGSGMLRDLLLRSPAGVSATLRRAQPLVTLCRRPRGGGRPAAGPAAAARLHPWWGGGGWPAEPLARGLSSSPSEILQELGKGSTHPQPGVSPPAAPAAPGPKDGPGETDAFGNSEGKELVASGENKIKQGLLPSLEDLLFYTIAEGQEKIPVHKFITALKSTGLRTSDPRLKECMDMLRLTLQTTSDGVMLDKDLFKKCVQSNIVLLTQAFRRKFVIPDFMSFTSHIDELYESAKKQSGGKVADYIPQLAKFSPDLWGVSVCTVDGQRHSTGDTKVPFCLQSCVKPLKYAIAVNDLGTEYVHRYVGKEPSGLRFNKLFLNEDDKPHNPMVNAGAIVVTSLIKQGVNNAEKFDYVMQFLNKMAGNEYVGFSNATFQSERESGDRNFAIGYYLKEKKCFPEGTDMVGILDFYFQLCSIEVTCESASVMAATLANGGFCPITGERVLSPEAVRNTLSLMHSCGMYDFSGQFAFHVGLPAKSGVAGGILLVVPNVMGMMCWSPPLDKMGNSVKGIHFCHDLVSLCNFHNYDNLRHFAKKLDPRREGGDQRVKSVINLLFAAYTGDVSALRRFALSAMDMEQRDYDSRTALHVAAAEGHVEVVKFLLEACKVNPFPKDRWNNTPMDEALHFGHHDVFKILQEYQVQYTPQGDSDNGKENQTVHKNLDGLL
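Two-point fluorescence kinetic (t0, 30 min RT) for hKGA; glutamate detected via glutamate oxidase–HRP–Amplex Red. Substrate: 1 mM L-glutamine solution; buffer 45 mM KH2PO4, pH 8.2.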
Numbers without * were called inactive; ? = inconclusive; & = joins results of further samples; [ ] = remark or other dose. Unless noted, calls come from the whole dose curve; as a rule, active = well fitted inhibition curve with a large enough effect; inconclusive = small, poorly fitted or top-dose-only effect, or another doubt; inactive = no such curve, though single readings can be large or run the other way. Unless noted, % is set by controls: 0 for no effect and ±100 for the full control effect. Not all compounds are listed. The share of hits here may be higher or lower than overall.

12-LOX inh | PI4K2A block | GLS inh | structure
? | -3 | 4% | CN(Cc1ccc(Cl)cc1)C(=O)c1[nH]c(C(F)(F)F)nc1-c1ccccc1
? | -1 | -1% | CC1(Oc2cccc(Cl)c2)CCN(Cc2ccc(OC(F)(F)F)cc2)C1 (centres undefined)
-31% | -7 | 3% | CCCc1nc2ccc(C)cn2c1Cc1cccc(F)c1
? | 4 | 3% | O=C1[C@H]2[C@@H](c3ccccc3)N[C@]3(CCCN(Cc4ccccc4)C3=O)[C@H]2C(=O)N1Cc1ccccc1
-8% | 8 | -12% | C[C@@H]1CN([C@H](C)CO)C(=O)CCCn2nncc2CO[C@H]1CN(C)C(=O)C1CC1
-25% | -10 | 4% | COc1cc2c(cc1OC)C(c1ccccc1)N(Cc1ccc(S(=O)(=O)NC(=O)c3ccco3)cc1)CC2 (centres undefined)
-27% | -1 | 3% | CCNC(=O)C1(C)CCCN(C(=O)c2cccnc2Oc2ccccc2)C1 (centres undefined)
-12% | 0 | 2% | COc1ccc(C(=O)N2CCOCC2c2cc(C(=O)NCc3ccccc3)no2)cc1 (centres undefined)
? | 0 | -8% | COc1ccc([C@H]2CN(c3ccc(OC)cc3)C(=O)[C@@H]2CC(=O)Nc2ccccc2)cc1
-37% | -2 | 21% | CCc1nc2ccc(C(=O)NCCCn3ccnc3)cn2c1N(C)Cc1ccc(OC)cc1
1% | 2 | -20% | O=C(NCc1cc(Cl)cc(Cl)c1)c1ccc2nc(COCCO)[nH]c2c1
0% | -5 | 2% | COc1ccc(-c2nc3c(C)cc(Br)cn3c2Cc2cccc(F)c2)cc1OC
-2% | 3 | 6% | FC(F)(F)c1nc2nc(Cl)c(Cl)nc2[nH]1
? | -1 | 1% | CCCCNC(=O)C1(C)CCCCN1C(=O)c1ccc2c(c1)CCO2 (centres undefined)
-25% | -8 | -8% | COCCCN1C(=O)C(CC(=O)NCCc2ccccn2)CC(C(=O)N2CCOCC2)=C1C (centres undefined)
? | 3 | -6% | Cc1ccc(-c2csc(C(C)(O)c3cccc(F)c3)n2)cc1C (centres undefined)
-11% | 1 | -3% | C[C@@H]1CN([C@H](C)CO)C(=O)c2cc(Br)cnc2O[C@@H]1CN(C)C(=O)NC1CCCC1
? | 7 | -2% | Cc1cc(C)cc(CC(=O)N2CCC2(C)C(=O)NS(=O)(=O)c2ccccc2C)c1 (centres undefined)
? | -4 | 2% | CCN(CC)CCN(C(=O)c1ccc2c(c1)CCCC2)c1nc2c(OC)cccc2s1
-11% | 3 | -1% | COc1ccc(CN(C)C(=O)[C@H]2O[C@@H](n3ccc(N)nc3=O)[C@H](O)[C@@H]2O)cc1OC

Shown with tabs: part of the list above.
molecule	12-LOX inh	PI4K2A block	GLS inh
O=C(NCc1cc(Cl)cc(Cl)c1)c1ccc2nc(COCCO)[nH]c2c1	1%	2	-20%
COc1ccc(-c2nc3c(C)cc(Br)cn3c2Cc2cccc(F)c2)cc1OC	0%	-5	2%

The listing continues:
12-LOX inh | PI4K2A block | GLS inh | structure
2% | -3 | 0% | Cn1nc(C(C)(C)C)cc1C(=O)N1CCCC(c2cc(C(=O)Nc3ccccc3Cl)no2)C1 (centres undefined)
? | 9 | 1% | CCCS(=O)(=O)NC(=O)C1(C)CCN(C(=O)c2snnc2C)C1 (centres undefined)
27% | -4 | 0% | CCC(=O)Nc1ccc(C(=O)NNC(=O)CCCCC(=O)NNC(=O)c2ccc(NC(=O)CC)cc2)cc1
-16% | 0 | 2% | CCCCN1C(=O)C(CC(=O)NC2CCCCC2)CC(C(=O)N(C)C)=C1C (centres undefined)
4% | 1 | 15% | CCc1nc2ccc(C(=O)Nc3ccc(OC)c(OC)c3)cn2c1N(CC)Cc1ccc(OC)c(OC)c1
9% | -4 | 0% | O=C(Nc1ccc(Cl)cc1)c1csc([C@@H]2C[C@H](O)[C@@H](CO)O2)n1
-2% | 1 | 1% | O=C(c1cc(C2CCCCN2S(=O)(=O)c2ccccc2)on1)N1CCOCC1 (centres undefined)
? | 2 | 6% | CSc1ccc(CN2CCC(C)(Oc3cccc(Cl)c3)C2)cc1 (centres undefined)
-11% | -7 | 6% | CSc1ccc(-c2cccc3nncn23)cc1
-2% | -2 | 1% | CCCCn1c(N)c(N(CC(C)C)C(=O)CCN2C(=O)C3CC=CCC3C2=O)c(=O)[nH]c1=O (centres undefined)

Grouped by structure, the compounds so far with bromine (two)
12-LOX inh | PI4K2A block | GLS inh | structure
0% | -5 | 2% | COc1ccc(-c2nc3c(C)cc(Br)cn3c2Cc2cccc(F)c2)cc1OC
-11% | 1 | -3% | C[C@@H]1CN([C@H](C)CO)C(=O)c2cc(Br)cnc2O[C@@H]1CN(C)C(=O)NC1CCCC1

Quoted from the results shown, five compounds:
12-LOX inh | PI4K2A block | GLS inh | structure
1% | 2 | -20% | O=C(NCc1cc(Cl)cc(Cl)c1)c1ccc2nc(COCCO)[nH]c2c1
0% | -5 | 2% | COc1ccc(-c2nc3c(C)cc(Br)cn3c2Cc2cccc(F)c2)cc1OC
-2% | 3 | 6% | FC(F)(F)c1nc2nc(Cl)c(Cl)nc2[nH]1
? | -1 | 1% | CCCCNC(=O)C1(C)CCCCN1C(=O)c1ccc2c(c1)CCO2 (centres undefined)
-25% | -8 | -8% | COCCCN1C(=O)C(CC(=O)NCCc2ccccn2)CC(C(=O)N2CCOCC2)=C1C (centres undefined)

Other structures follow:
12-LOX inh | PI4K2A block | GLS inh | structure
-18% | -1 | 3% | COc1cccc(CNC(=O)[C@@H]2CCCN2C(=O)[C@@H]2CCCN2C(=O)c2c(F)cccc2F)c1
-15% | -2 | 2% | O=C(Nc1nccs1)c1csc([C@H]2C[C@H](O)[C@@H](CO)O2)n1
-2% | -3 | 2% | Cc1ccc(S(=O)(=O)N2C[C@H]3C(=O)C[C@@H](c4cccc(Cl)c4)N(S(=O)(=O)c4ccc(C)cc4)[C@H]3C[C@H]2c2ccccc2)cc1
-10% | -3 | -6% | CC(C)(C)c1ccc(CC(=O)N2CCC2(C)C(=O)NCc2ccc3c(c2)OCO3)cc1 (centres undefined)
0% | -3 | 1% | COc1ccc(NC(=O)CCNC(=O)c2ccccc2Cl)cc1S(=O)(=O)N1CCCCC1
-12% | -3 | 5% | COc1ccc(NC(=O)Nc2cccc3[nH]c([C@@H]4O[C@H](CO)[C@@H](O)[C@H](O)[C@H]4O)nc23)cc1OC1CCCC1
-19% | -3 | 0% | Cc1ccc(Cc2c(-c3cccc(Cl)c3)nc3ccc(Cl)cn23)cc1
-3% | 5 | 6% | Cn1nccc1-c1coc2c(C(=O)NCC3CCOCC3)cccc12
-18% | -1 | -3% | C[C@@H]1CN([C@@H](C)CO)C(=O)c2cc(Br)cnc2O[C@@H]1CN(C)S(=O)(=O)c1ccc(F)cc1
-41% | -7 | 3% | CC1C(=O)N(Cc2cn(CCC3OCCCO3)nn2)CCS(=O)(=O)N1Cc1ccc(-c2cccc(N(C)C)c2)cc1 (centres undefined)
27% | 2 | 12% | CCOC(=O)C1=CCN(S(=O)(=O)c2ccccc2C)C1c1ccc(F)cc1 (centres undefined)
-19% | -2 | 6% | CS(=O)(=O)c1ccc(Nc2nc(C(N)Cc3ccc(C(F)(F)F)cc3)cs2)cc1 (centres undefined)
-8% | -2 | 6% | CC(C)C[C@H]1CNC(=O)C(=O)N1C[C@H](Cc1ccc(O)cc1)NC(=O)Cc1ccccc1
-4% | 0 | 4% | CC(=O)NCCNc1nc(NCc2ccccc2)nc2ccsc12
? | -5 | 0% | c1csc(-c2ccc3nncn3c2)c1
? | 3 | -1% | CC(=O)NC(c1ccccc1)c1nc(-c2cccnc2)cs1 (centres undefined)
11% | 6 | -21% | O=C(NCc1ccncc1)c1csc([C@@H]2C[C@H](O)[C@@H](CO)O2)n1
-9% | 3 | -6% | CC(C)N1CC2(CC(c3ccc(Cl)cc3Cl)=NO2)CN1C(=O)c1ccc(C(C)(C)C)cc1 (centres undefined)
13% | 5 | 5% | CCCNC(=O)C1(C)CCN(C(=O)c2c(F)ccc(C)c2F)C1 (centres undefined)
-10% | 1 | -5% | O=C(CC[C@H]1O[C@@H](n2ccc(=O)[nH]c2=O)[C@H](O)[C@@H]1O)N[C@H](Cc1ccccc1)C(=O)NCc1ccccc1
-1% | -4 | 3% | O=C1NC[C@H](CCCCN2C[C@H](Cc3ccc(O)cc3)N(CCc3ccc(O)cc3)C(=O)C2=O)N(CCc2ccccc2)C1=O
5% | 3 | 3% | COc1ccc(-c2cnc(C(O)c3ccc(CN4CCCCC4)cc3)[nH]2)cc1 (centres undefined)
-26% | 1 | -3% | O=C(Nc1cccc(F)c1)Nc1nnc([C@@H]2C[C@H](O)[C@@H](CO)O2)s1
3% | 3 | 4% | CCOC(=O)C1=CCN(S(=O)(=O)c2ccc(C)cc2)C1c1ccccc1 (centres undefined)
-11% | -6 | 0% | CCNC(=O)C1(C)CCN(C(=O)c2cc(C)oc2C)C1 (centres undefined)
-30% | -1 | 16% | O=C(NCCN1CCC(n2c(=O)[nH]c3ccccc32)CC1)c1ccc(F)cc1F
0% | -6 | -6% | C/C=C/c1cnc2c(c1)C(=O)N([C@H](C)CO)C[C@@H](C)[C@@H](CN(C)C(=O)NC1CCCC1)O2
-10% | -1 | -2% | COc1ccc(CC(N)c2csc(NC(=O)c3ccccc3OC)n2)cc1 (centres undefined)
4% | 1 | 5% | Oc1ccccc1
3% | -3 | 6% | COc1cccc(C(O)c2nc(-c3cncnc3)cs2)c1 (centres undefined)
0% | 0 | -7% | Cn1ccc2c(-c3ccc(C(F)(F)F)cc3)cc3c(c21)C1CCC3O1 (centres undefined)
0% | 0 | 6% | CCOC(=O)C1(C)CCCN1C(=O)c1ccc(OC)c(F)c1 (centres undefined)
34% | -3 | 54%[activator] | COc1cc(-c2c(C(=O)c3ccccc3)[nH]c(N)c2C(N)=O)ccc1F
? | 2 | -1% | COc1cc(C(O)c2nc(-c3ccccc3OC)cs2)ccc1F (centres undefined)
-14% | -3 | -3% | Cc1ccc([C@@H]2C[C@H]3[C@@H](CN2S(=O)(=O)c2ccc(Cl)cc2)C(=O)C[C@@H](c2ccccc2F)N3S(=O)(=O)c2ccc(C)cc2)cc1
? | -5 | 1% | Cc1ccc(C(NC(=O)C2CCN(CCCOc3ccccc3)CC2)c2ccccn2)cc1 (centres undefined)
-2%&-1% | -1 | 6% | CC(C)c1ccc(NC(=O)COC(=O)Cn2cnc3c2c(=O)n(C)c(=O)n3C)cc1
? | 0 | 5% | CCCS(=O)(=O)NC(=O)C1(C)CCN(C(=O)c2ccc(C(=O)OC)cc2)C1 (centres undefined)
1% | -1 | -3% | CC(=Cc1cccs1)C(=O)c1ccccc1
-17% | 0 | -2% | CC(C)Oc1ccc(F)cc1-c1cc(C(=O)NCc2ccc(F)cc2)[nH]n1
-6% | -2 | 1% | CC1(C(=O)Nc2cnc3ccccc3c2)CCN1C(=O)CC(c1ccccc1)c1ccccc1 (centres undefined)
-3% | 3 | 0% | CNc1ccc(-c2cccc(CO)c2)cn1
-8% | 0 | 1% | O=C(OCc1ccccc1)N1CCN(C(c2ccnc3ccccc23)c2nnnn2-c2ccc3c(c2)OCCO3)CC1 (centres undefined)
-1% | -3 | -1% | O=C(NCc1nnnn1-c1ccc(Cl)cc1)C1CC(=O)N(c2ccc(F)cc2)C1 (centres undefined)
? | 2 | -17% | CCCCc1c(-c2cccc(Cl)c2)ncn1CCc1ccccc1OC
? | -4 | 3% | Cn1ccn(CCCCCCn2ccn(C)c2=S)c1=S
-14% | -8 | -3% | CC(=O)OC1CCC2(C)C(CCC3C4CC=C(C(C)=O)C4(C)OC(=O)CC32)C1 (centres undefined)
-12% | 2 | -4% | Cc1ccccc1-c1cc2nc(NCCOc3ccccc3)n(C)c(=O)c2s1
-9%&-4% | 3 | 2% | CN(Cc1ccccc1)C(=O)COC(=O)c1c[nH]c2ccccc12
? | -8 | 3% | O=C(OCc1ccccc1)N1C[C@H](O)[C@H](O)C[C@@H]1c1c(Cl)cccc1Br

Continued.
12-LOX inh | PI4K2A block | GLS inh | structure
2% | -6 | 5% | CCCc1cc(C(=O)Nc2cccc(-c3nn[nH]n3)c2)sc1C
14% | 2 | -20% | COc1ccc(CNC(=O)c2sc(=O)n(Cc3cc(Cl)ccc3OC)c2C)cc1
? | -2 | 8% | O=C(O)c1sc(C(=O)O)c(-c2ccccc2)c1-c1ccccc1
0% | 7 | -7% | Cc1c(C(=O)NCc2ccccc2C(F)(F)F)sc(=O)n1Cc1ccc(S(=O)(=O)N(C)C)cc1
-12% | -4 | -2% | CC(=NNC(=S)N1CC2CCC(CC2)C1)c1ccccn1
-10% | 3 | -4% | COc1ccc(-n2nnnc2CNC(=O)c2c(-c3ccccc3Cl)noc2C)cc1
-16% | -12 | 11% | Nc1ccc2c(c1)[nH]c(=O)c1cc(N)ccc12
? | -4 | -9% | COC(=O)c1ccc2nc(-c3cccc(Br)c3)c(CC3CCCCC3)n2c1
? | -4 | -8% | COc1ccc(-c2ccc(CN3C(CC(C)C)C(=O)N(Cc4cn(Cc5ccco5)nn4)CCS3(=O)=O)cc2)cc1 (centres undefined)
-65% | 5 | 63%[activator] | COc1ccc(Nc2c(-c3cc4ccccc4o3)nc3nc(C)cc(C)n23)cc1

From PubChem BioAssay
